Source: PubChem BioAssay
FBW7 activator: human FBW7 E3 ligase activation, primary screen | AlphaScreen FBW7–phospho-cyclin E peptide binding, activator screen | 650,000 compounds, 0.13% hits | normalized activity (activation), % at 26.1 µM | Q969H0; in the data active means normalized activity above about 1.9%;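 further: purified mutant Fbw7 with reduced substrate affinity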
MITF inh: human MITF inhibition, primary screen; O75030; AlphaScreen MITF homodimerization, bead proximity signal; inhibition, % at 2.6 µM; 650,000 compounds, 0.91% hits; AID 1259374; in the data active means inhibition above about 50%;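 further: 0% = vehicle wells with protein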
Target sequence (O75030 whole entry, looked up): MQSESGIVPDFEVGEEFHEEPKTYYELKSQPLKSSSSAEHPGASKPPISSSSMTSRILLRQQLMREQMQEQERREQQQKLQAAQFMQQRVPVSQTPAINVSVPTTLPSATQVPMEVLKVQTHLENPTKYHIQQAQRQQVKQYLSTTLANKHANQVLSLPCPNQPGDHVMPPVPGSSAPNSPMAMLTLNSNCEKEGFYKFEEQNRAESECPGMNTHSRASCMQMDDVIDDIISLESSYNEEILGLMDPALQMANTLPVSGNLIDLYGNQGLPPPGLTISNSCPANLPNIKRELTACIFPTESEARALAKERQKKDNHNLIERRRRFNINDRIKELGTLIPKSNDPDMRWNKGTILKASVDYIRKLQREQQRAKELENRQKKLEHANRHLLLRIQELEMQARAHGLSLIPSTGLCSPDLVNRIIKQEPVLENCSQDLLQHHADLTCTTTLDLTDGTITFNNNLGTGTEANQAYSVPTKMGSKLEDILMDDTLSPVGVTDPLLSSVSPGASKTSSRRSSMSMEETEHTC
TEAD-YAP block: TEAD-YAP interaction inhibition | 640,000 compounds, 1.4% hits | inhibition, % at 9.12 µM | HEK-TIYL cells, TEAD-Gal4/YAP UAS-luciferase luminescence; in the data active means inhibition above about 32%;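 further: 0% = median of test compound wells and 100% = reference inhibitor wells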
GPR151 activ: human GPR151 activation | Q8TDV0 | PathHunter beta-arrestin GPR151 cells, luminescence | activation, % at 11.2 µM | 650,000 compounds, 1% hits | AID 1508602; in the data active means activation above about 4.9%;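 further: 0% = median of compound wells and 100% = cells with positive control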
Target sequence (Q8TDV0 whole entry, looked up): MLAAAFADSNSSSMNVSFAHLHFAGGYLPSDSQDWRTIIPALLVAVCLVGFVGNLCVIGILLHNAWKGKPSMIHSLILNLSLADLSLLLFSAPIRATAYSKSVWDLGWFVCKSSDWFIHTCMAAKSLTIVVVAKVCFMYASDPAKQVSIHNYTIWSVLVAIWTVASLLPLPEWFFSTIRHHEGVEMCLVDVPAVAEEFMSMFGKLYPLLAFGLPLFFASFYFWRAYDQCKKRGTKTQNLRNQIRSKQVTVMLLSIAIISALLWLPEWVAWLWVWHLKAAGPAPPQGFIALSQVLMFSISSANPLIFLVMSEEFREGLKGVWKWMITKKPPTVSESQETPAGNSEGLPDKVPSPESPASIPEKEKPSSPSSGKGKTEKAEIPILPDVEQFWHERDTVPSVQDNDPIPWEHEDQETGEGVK
* hit, by the source's call; x = no result given.

Preview:
SMILES	FBW7 activator	MITF inh	TEAD-YAP block	GPR151 activ
CN(C)c1cccc(Nc2ccc(-n3cc(CC(=O)NCc4cccc(C(F)(F)F)c4)c4ccccc43)nn2)c1	-0.1	9	6	1.0
Cc1ccc(NC(=O)CSc2nnc3[nH]c(=O)c(C)nn23)cc1C	-0.1	-6	-4	-0.2
Cc1cc(C(=O)Nc2sc3c(c2C(=O)NCc2ccco2)CCC3)no1	0.7	18	-9	-0.4
Cc1c(Cl)c(CCl)nc2ccccc12	0.2	12	-3	-0.9
CC(=O)OCC(=O)[C@@]1(O)[C@H](C)C[C@H]2[C@@H]3CCC4=CC(=O)C=C[C@]4(C)[C@@]3(F)[C@@H](O)C[C@@]21C	0.1	3	x	0.2
CCCCn1c(CNC(=O)Cc2ccc(OC)cc2)nnc1SC(C)C(=O)Nc1sc2c(c1C(=O)OCC)CCC2 (centres undefined)	-0.2	-7	-8	-1.6
O=C(NC1CCCCC1)c1nnc(Cc2ccccc2Cl)o1	-0.1	-5	-9	-0.7
CC(C)COC(=O)c1ccc2c(c1)C1C=CCC1C(c1ccc(F)cc1)N2 (centres undefined)	-0.1	1	-9	-0.9
COc1ccc2[nH]c3c(=O)n(CCC(=O)N4CCc5ccccc5C4)c(=S)[nH]c3c2c1	-0.1	-4	6	-0.1
Cc1ccc(Nc2c(-c3ccccc3)c(=O)c2=O)cc1C	-0.2	-6	8	1.5
O=C(O)CCN1C(=O)/C(=C/C=C/c2ccco2)SC1=S	-1.8	20	23	-0.1
Cc1ccc(OC(=O)COc2ccccc2C)c(-n2nc3ccccc3n2)c1	0.0	-3	-38	-3.5
COc1cccc(NC(=O)CN(c2ccc(Cl)cc2C)S(=O)(=O)c2ccccc2)c1	-0.2	4	-9	0.4
COc1ccc(C(=O)CN(C2=NCCS2)c2cccc(C)c2C)c(F)c1	0.4	7	5	-0.9

This part in full, from the first entry:
SMILES	FBW7 activator	MITF inh	TEAD-YAP block	GPR151 activ
CN(C)c1cccc(Nc2ccc(-n3cc(CC(=O)NCc4cccc(C(F)(F)F)c4)c4ccccc43)nn2)c1	-0.1	9	6	1.0
Cc1ccc(NC(=O)CSc2nnc3[nH]c(=O)c(C)nn23)cc1C	-0.1	-6	-4	-0.2
Cc1cc(C(=O)Nc2sc3c(c2C(=O)NCc2ccco2)CCC3)no1	0.7	18	-9	-0.4
Cc1c(Cl)c(CCl)nc2ccccc12	0.2	12	-3	-0.9
CC(=O)OCC(=O)[C@@]1(O)[C@H](C)C[C@H]2[C@@H]3CCC4=CC(=O)C=C[C@]4(C)[C@@]3(F)[C@@H](O)C[C@@]21C	0.1	3	x	0.2
CCCCn1c(CNC(=O)Cc2ccc(OC)cc2)nnc1SC(C)C(=O)Nc1sc2c(c1C(=O)OCC)CCC2 (centres undefined)	-0.2	-7	-8	-1.6
O=C(NC1CCCCC1)c1nnc(Cc2ccccc2Cl)o1	-0.1	-5	-9	-0.7
CC(C)COC(=O)c1ccc2c(c1)C1C=CCC1C(c1ccc(F)cc1)N2 (centres undefined)	-0.1	1	-9	-0.9
COc1ccc2[nH]c3c(=O)n(CCC(=O)N4CCc5ccccc5C4)c(=S)[nH]c3c2c1	-0.1	-4	6	-0.1
Cc1ccc(Nc2c(-c3ccccc3)c(=O)c2=O)cc1C	-0.2	-6	8	1.5
O=C(O)CCN1C(=O)/C(=C/C=C/c2ccco2)SC1=S	-1.8	20	23	-0.1
Cc1ccc(OC(=O)COc2ccccc2C)c(-n2nc3ccccc3n2)c1	0.0	-3	-38	-3.5
COc1cccc(NC(=O)CN(c2ccc(Cl)cc2C)S(=O)(=O)c2ccccc2)c1	-0.2	4	-9	0.4
COc1ccc(C(=O)CN(C2=NCCS2)c2cccc(C)c2C)c(F)c1	0.4	7	5	-0.9
COc1ccc(C2=N/C(=C/c3cccs3)C(=O)O2)cc1OC	0.1	0	4	1.5
O=c1[nH]c(N2CCCCC2)nc2c1CN(Cc1ccccc1)CC2	0.1	1	0	-0.4
COc1ccc2cc(-c3ccc(OC)c(OC)c3)c(=O)oc2c1	0.5	-12	-40	0.3
CCC(Br)C1=NS(=O)(=O)c2ccccc2N1 (centres undefined)	1.0	11	6	-0.9
C1CCCN(c2nc3nonc3nc2NC2CCOC2)CC1 (centres undefined)	0.7	-1	0	1.8
N/C(Cc1ccc(Cl)cc1)=N\OC(=O)c1ccccc1Cl	-0.1	-3	-20	-1.1
Cc1ccc(-c2nn(-c3ccccc3)cc2/C=N/NC(N)=S)o1	0.0	-8	-20	-0.1
Cc1[nH]n(-c2cccc(Cl)c2)c(=O)c1C=Nc1ccc(S(=O)(=O)Nc2ccc(Cl)cc2)cc1	0.2	14	7	-2.6
COC(C(=O)Nc1ccnn1C1CCN(Cc2ccccc2)CC1)c1ccccc1 (centres undefined)	0.1	2	9	0.1
CCCCCC(=O)Nc1ccc(C(=O)Nc2ccc(C(=O)Nc3ccccc3C)cc2)cc1	-0.1	-6	-7	1.6
O=C(O)C1CC(=O)N(Cc2cccnc2)C1 (centres undefined)	-0.1	7	-3	1.8

Later entries:
SMILES	FBW7 activator	MITF inh	TEAD-YAP block	GPR151 activ
Cc1ccc(N2C(=O)C3CCCN3C2=S)cc1C (centres undefined)	0.3	13	-12	-0.8
COc1ccccc1NC(=O)C1=C(C)NC2=C(C(=O)CCC2)C1c1cc(OC)c(OC)c(OC)c1 (centres undefined)	0.1	4	3	-0.8
Cc1cccc2nc(-c3ccc(O)cc3)c(NC(C)C)n12	0.0	-15	-1	-1.5
N#Cc1c(NC(=O)COc2ccccc2)sc2c1CCCCC2	-0.3	0	-56	1.9
Cc1sc(NC(=O)c2ccc(S(=O)(=O)N3CCCC3)cc2)nc1-c1ccccc1	0.1	-11	3	0.3
CCCOc1ccc(OC(=O)c2ccc(Br)o2)cc1	0.0	-14	-2	0.8
Cn1nc2c(c1C(=O)NCC1CC(Cc3cccc(F)c3)=NO1)CCCC2 (centres undefined)	0.0	-2	-6	4.1
CC1(C)CC(=O)c2cnc3ccccc3c2C1	0.1	-3	-7	1.2
O=C(Cn1ncn2cccc2c1=O)NCc1cccc(Br)c1	0.2	21	-39	-3.3
COc1cc(CNCCN2CCOCC2)ccc1OCC(=O)NC(C)(C)C	0.1	2	-9	0.8
CC12C=CC(O1)C1C(=O)N(c3ccc(Cl)cc3[N+](=O)[O-])C(=O)C12 (centres undefined)	0.0	-3	18	-0.6
Cc1cccc(NC(=O)Cn2nc(C(=O)N3CCOCC3)cc2C)c1C	0.0	-1	-2	0.6
Cc1ccc(/C=C2\C(=N)N3N=C(S(C)(=O)=O)SC3=NC2=O)cc1	0.0	-48	5	0.6
O=C(O)C1CCCN(S(=O)(=O)c2cccc([N+](=O)[O-])c2)C1 (centres undefined)	0.0	1	-4	0.1
Nc1ccc2nc(SCC(=O)Nc3ccccc3F)sc2c1	-0.2	7	-31	0.7
O=C(NCC1CCC2(CCN(Cc3cccc(Cl)c3)CC2)O1)c1ccccc1 (centres undefined)	-0.2	-8	-1	2.6
Cn1c(=O)[nH]c(=O)c2c1nc1n2CC(c2ccc(Br)cc2)=NN1	-0.1	-4	7	-0.5
CN1C(=O)CC(CC(=O)N2CC3(C)CC2CC(C)(C)C3)(c2cccc(F)c2)C1=O (centres undefined)	0.0	0	11	2.5
COc1ccccc1N1CCN(C2CCCN(S(=O)(=O)c3ccccc3)C2)CC1 (centres undefined)	-0.1	9	5	-1.0
Cc1nc2c3ccccc3nc(SCC(=O)NCCc3ccc(S(N)(=O)=O)cc3)n2n1	0.0	5	17	3.1
Cc1ccc(S(=O)(=O)c2c(C)cc(C)[nH]c2=O)c(C)c1	-0.2	13	1	0.1
COc1ccccc1C1C(C(C)=O)=C(O)C(=O)N1CCCN1CCOCC1 (centres undefined)	0.8	9	-3	1.2
Cc1ccc(NC(=O)C2CC(=O)N(c3ccccc3)C2)cc1 (centres undefined)	0.0	-8	-2	2.1
CCC1([N+](=O)[O-])CN(CC(=O)O)CN(CC(=O)O)C1	-0.6	7	-5	1.1
CCOC(=O)c1c(N)sc(C(=O)NC(C)c2ccccc2)c1C (centres undefined)	0.0	1	-4	1.0

Following part.
SMILES	FBW7 activator	MITF inh	TEAD-YAP block	GPR151 activ
CN1C(=O)[C@H]2CN(C(=O)c3ccccc3)CCN2C(=O)[C@@H]1CO	-0.1	21	11	-0.3
COCCN(C1CCN(CCc2cccs2)CC1)S(=O)(=O)c1cccs1	0.2	-1	5	0.4
OC1CCN(c2cc(-c3ccc(F)cc3)nc(-c3cccnc3)n2)CC1	0.0	7	4	-0.6
CCOC(=O)c1ccc(NC(=O)CSc2nc3ccccc3c(=O)n2NC(=O)CCc2c[nH]c3ccccc23)cc1	-0.1	1	25	2.1
COc1ccc(/C=C2\SC(=S)N(CCCC(=O)Nc3cccc(O)c3)C2=O)cc1	0.1	-14	9	2.5
COc1ccc(C(=O)Nc2ccccc2C(=O)NC(C(=O)NCc2ccco2)C(C)C)cc1 (centres undefined)	0.5	20	7	-0.5
O=C(O)C1CCC(CNCc2ccc(Cl)c([N+](=O)[O-])c2)CC1 (centres undefined)	-0.2	6	6	1.0
O=C(/C=C/Nc1ccc(S(=O)(=O)N2CCCCC2)cc1)C(F)(F)F	0.0	0	1	1.5
CCN(CC)C(=O)Cn1cccc1C(=O)c1ccccc1	0.0	3	0	1.7
O=C(CCNS(=O)(=O)c1ccc2[nH]c(=O)ccc2c1)NCc1ccc(F)cc1	0.0	-3	-9	1.2
CCN(CC)CCNC(=O)CCn1nc(-c2ccc(C)cc2)ccc1=O	0.0	9	9	0.3
Cc1cc(CNC(=O)CCC2(Cc3ccc(-c4ccccc4)cc3)CCC(=O)N2)on1 (centres undefined)	-0.1	-18	9	-0.4
CCOC(=O)c1sc2nc3c(c(-c4ccc(C)cc4)c2c1N)CCCC3	0.0	1	-16	0.7
Cc1cnc(-c2ccc(N3CCOCC3)nc2)nc1NCCOc1ccccc1	0.0	2	-11	-0.6
CC(C)(C)c1ccc(C(=O)Nc2ccc(C34CC5CC(CC(C5)C3)C4)cc2)cc1	-0.1	5	-1	2.0
O=C1COc2cc(S(=O)(=O)NCc3ccccn3)ccc2N1	0.2	23	-3	-1.0
O=C1CCCN1CCCNc1nc(NCCO)c2ncn(CCN3CCCC3=O)c2n1	0.1	12	3	0.1
COC(=O)c1ccc(NC(=O)Cn2nnc(-c3ccc(CN4CCOCC4)cc3)n2)cc1	-0.1	-2	8	-0.1
CCOc1cc(/C=N/NC(=O)c2cc(-c3cccnc3)nc3ccccc23)ccc1O	0.0	-4	11	0.7
COc1cccc(NC(=O)N2CCc3nc(-c4ccccn4)nc(N4CCCC4)c3C2)c1	-0.3	9	-27	0.7
CCOC(=O)C1=C(c2ccccc2)N=c2s/c(=C/c3ccccc3OC)c(=O)n2C1c1ccc2c(c1)OCO2 (centres undefined)	-0.1	0	1	0.7
CC(C(=O)NC(C)(C)C)N1C(=O)c2cccc3cccc(c23)C1=O (centres undefined)	0.1	4	6	-0.6
CC(C)CCOc1ccc(C(=O)NCCC(=O)O)cc1	0.2	9	1	0.9
CC1(C)CC(=O)c2cc(C(=O)NCCO)c(=O)n(-c3ccc(Cl)cc3)c2C1	-0.1	1	-6	-1.3
COc1cc(/C=C/C(=O)O)cc(S(=O)(=O)NCCO)c1OC	0.3	-5	-1	-0.7

Going on with the list.
SMILES	FBW7 activator	MITF inh	TEAD-YAP block	GPR151 activ
CCOC(=O)Cn1c(O)c(N=NC(=O)c2cc(C)[nH]n2)c2ccccc21	0.6	15	-1	-1.7
COc1cccc(CC2(CO)CCCN(C(=O)c3n[nH]c4c3CCC4)C2)c1 (centres undefined)	0.1	13	0	0.9
COc1ccc(N2C(=O)C3ON(c4ccccc4)C(c4ccc(C)cc4)C3C2=O)cc1 (centres undefined)	0.2	30	10	-0.8
CC(=O)C1=C(O)C(=O)N(CCCn2ccnc2)C1c1ccccc1 (centres undefined)	-0.1	7	-8	-0.6
O=C1CN(c2ccccc2F)C(=O)CN1c1ccccc1F	0.0	-3	0	-0.2
COc1ccc(/C=C2\SC(=Nc3ccc(O)cc3)N(c3ccc(O)cc3)C2=O)cc1	0.2	3	16	-1.4
Cc1ccn2cc(-c3cc4cc(Br)ccc4oc3=O)nc2c1	0.3	1	-21	0.5
COc1ccc(OC)c(NC(=S)NCc2ccc(F)cc2)c1	-0.2	1	5	3.3
CCOc1ccc(C(=O)COC(=O)c2ccc(OCc3c(C)noc3C)cc2)cc1	-0.2	-7	-1	0.3
CC(=O)N1CCc2cc(Br)cc(S(=O)(=O)NCCc3cccc(C)c3)c21	0.3	7	1	0.0
Cc1sc2ncn(CC(=O)NCc3ccccn3)c(=O)c2c1C	-0.1	-14	-6	5.1*
O=C(CC12CC3CC(CC(C3)C1)C2)N1CCCCC1	0.1	12	-3	-1.1
CCCNc1ncc2c(n1)CC(c1ccco1)CC2=O (centres undefined)	0.0	5	-4	-1.7
O=C(c1nn2c(c1Cl)NC(c1ccc(Cl)cc1)CC2C(F)(F)F)N1CCSCC1 (centres undefined)	0.1	-2	0	-0.2
c1ccc(CNc2nc(N3CCN(c4ccccn4)CC3)nc3c2ncn3-c2ccsc2)cc1	-0.2	18	-2	-0.9
Cc1ccc([N+](=O)[O-])cc1NC(=S)NC(=O)c1ccco1	0.7	17	-2	0.9
O=C(Nc1ccc(Br)cc1)C1CC1	0.0	0	-10	0.3
O=C(CSCc1ccc(Cl)cc1)N1CCN(C(c2ccccc2)c2ccccc2)CC1	0.0	0	7	0.0
Cc1cc(C)c(OCC(O)CN2CCN(CCO)CC2)c(C)c1 (centres undefined)	-0.1	-14	-6	0.4
COc1cccc(/C=C2\NC(=O)N(CC(=O)Nc3ccc(F)cc3)C2=O)c1OC(C)C	-0.1	7	9	-0.2
CCOC(=O)CCCCC(O)c1[nH]c(=O)[nH]c1CN1CCCCC1 (centres undefined)	0.4	16	0	1.5
Cc1ccc(/[N+]([O-])=C/c2ccc(OC(F)F)cc2)cc1	0.0	19	-42	-1.2
CCC(=O)Nc1ccc2c(c1)OCCO2	0.1	8	-5	0.3
